GAA glycogen: GAA glycogen-cleavage inhibition or activation; recombinant GAA, glycogen substrate, Amplex Red glucose oxidase fluorescence; Potency, µM (series often up to 76.4 µM), inactives show top-dose activity change, negative = inhibition, usual class: inhibitors; AID 2100; P10253; 0.38% of 300,000 active; active means well fitted inhibition curve with a large enough effect;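 further: 0% = full enzyme reaction and -100% = no-enzyme basal signal; the screen sought inhibitors and activators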
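Natural-substrate format: glycogen cleavage by 4 nM human enzyme, glucose read by Amplex Red coupling (Ex 573, Em 610 nm). Normalized to enzyme and no-enzyme controls.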
Active calls of the source: *; [ ] = remark or other dose. Potency means the concentration at half of the fitted maximal effect. Only part of the results is shown. The share of hits here may be higher or lower than overall.

SMILES	GAA glycogen
CCCn1nc(C(=O)NNC(=O)CSC(C)C(=O)Nc2cc(C)on2)c2ccccc2c1=O (stereo not given)	2.9%[76.3 µM]
COc1cccc(C2C(C(=O)OC(C)C)=C(C)N=c3s/c(=C\c4ccc(C(=O)O)cc4)c(=O)n32)c1 (stereo not given)	-9.3%
COc1cc(S(=O)(=O)Nc2cccnc2)ccc1Cl	-7.8%[76.3 µM]
O=C(Nc1cc(-c2ccccc2)sc1C(=O)O)c1cccc(F)c1	-1.0%
C/C(CC(=O)Nc1ccc2c(c1)OCCO2)=N\NC(=O)COc1ccc(C)cc1	-12.3%
O=C(N/N=C/c1ccc([N+](=O)[O-])cc1)c1cccc(N2CCCC2=O)c1	-3.0%[76.3 µM]
COc1ccccc1OCC(=O)Nc1c(C(=O)c2ccc(C)cc2)oc2ccccc12	15.3%[76.3 µM]
O=C(COc1ccccc1)NCC1COc2ccccc2O1 (stereo not given)	-9.2%
COc1ccc(NC(=O)c2ccco2)cc1NC(=O)c1c(OC)cccc1OC	4.7%
CCc1nnc(SC(CC)C(=O)Nc2cc(C)ccc2C)c2cc3occc3n12 (stereo not given)	5.3%[76.3 µM]
O=C(N/N=C\c1c[nH]c2ccccc12)c1ccc(O)cc1	0.8%
Cc1cccc(C)c1OCc1cc(C(=O)N2CCN(Cc3nccn3C)CC2)no1	-10.3%[76.3 µM]
COc1cccc(NC(=O)CSc2nnc(-c3cc(C)[nH]n3)n2N)c1	-2.8%[76.3 µM]
COC(=O)c1sccc1NC(=O)c1ccc(Cl)cc1	3.2%
Cc1ccc(/C=C2\SC(=S)N(CCC(=O)Nc3cccnc3)C2=O)cc1	-0.2%[76.3 µM]
COc1ccc(C2c3[nH]c4ccccc4c3C[C@H]3C(=O)N(C)CC(=O)N23)cc1OC (stereo not given in full)	4.6%
CCOC(=O)c1ccc(NC(=O)CCCn2nc(C)c3sc4ccccc4c3c2=O)cc1	-8.0%[76.3 µM]
COc1ccccc1N1CCN(Cc2cc3c(cc2[N+](=O)[O-])OCO3)CC1	-1.3%[76.3 µM]
CSc1ccccc1OCc1cc(C(=O)N(C)Cc2cc(C)[nH]n2)no1	7.0%[76.3 µM]
Cn1c(=O)oc2cc(S(=O)(=O)N3CCC(C(=O)N4CCN(c5cccc(Cl)c5)CC4)CC3)ccc21	-3.5%[76.3 µM]
C/C(=N/NC(=O)c1ccc2c(c1)OCO2)c1cccc([N+](=O)[O-])c1	-3.4%[76.3 µM]
O=C(N/N=C\c1ccncc1)c1ccc(Cl)s1	-5.5%[76.3 µM]
Cc1ccc(Cn2c(C(=O)O)c(CNC3CCCCCC3)c3ccc(C)cc32)cc1	14.4%[76.3 µM]
Cc1ccc(C)c(C(=O)N2CCN(c3ncccn3)CC2)c1	2.4%
O=S(=O)(c1ccc(Br)cc1)c1nc(-c2ccco2)oc1SCc1ccccc1F	5.5%[76.3 µM]
O=C(CSc1nc2c(cnn2-c2ccc(F)cc2)c(=O)[nH]1)Nc1ccc(Br)cc1	21.7%[76.3 µM]
COc1ccc(CCNC(=O)CSc2cn(CCNC(=O)c3cccc(C(F)(F)F)c3)c3ccccc23)cc1OC	3.1%[76.3 µM]
COc1ccc(Cl)cc1N(CC(=O)N1CCCCCC1)S(C)(=O)=O	5.6%[76.3 µM]
COCCn1c(=S)[nH]c2cc(C(=O)N3CCCC(C)C3)ccc2c1=O (stereo not given)	-14.2%[76.3 µM]
COC(=O)C1CN(C(=O)C(C)Oc2cccc(C)c2C)c2ccccc2O1 (stereo not given)	3.2%
S=C(NCc1ccccc1)Nc1cccc2cnccc12	1.8%
Cc1ccc(S(=O)(=O)N2CCCCC2)cc1C(=O)NCCCN1CCOCC1	2.3%[76.3 µM]
Cc1cccc(CCNC(=O)c2cc3c(=O)n(C)c4ccccc4c3n2C)c1	16.7%[76.3 µM]
O=C(Cc1cn(-c2ccccc2)nc1-c1ccccc1)N1CCCCC1	2.3%
COc1ccc(C(=O)NCCSCc2cccc(Cl)c2)cc1OC	1.5%[76.3 µM]
Cc1nc(C)c(-c2ccc(SCc3ccccc3F)nn2)s1	-10.1%[76.3 µM]
COc1ccc(-c2nc(CS(=O)(=O)CC(=O)NCc3cccc(Br)c3)c(C)o2)cc1	-5.8%[76.3 µM]
CN(Cc1ccccc1)C(=O)CN1C(=O)NC(C)(c2ccc(Cl)cc2)C1=O (stereo not given)	7.5%
COc1ccccc1N1CC(C(=O)Nc2nnc(SCc3cccnc3)s2)CC1=O (stereo not given)	7.8%[76.3 µM]
O=C(COC(=O)c1cccc(O)c1)NC(=O)Cc1ccccc1	-1.6%[76.3 µM]
COc1cccc2cc(C(=O)C3=C(O)C(=O)N(CCN4CCOCC4)C3c3cccc(Cl)c3)oc12 (stereo not given)	-10.8%[76.3 µM]
CCCCN(C)CCNC(=O)c1cn(C)c(=O)c2c1c1ccccc1n2C	4.7%
COc1ccc(C(C(=O)NCC2CCCO2)N(Cc2cccs2)C(=O)c2snc(C(N)=O)c2N)cc1 (stereo not given)	-1.1%
Cc1nnsc1C(=O)Nc1ccc(S(=O)(=O)N2CCCCC2C)cc1 (stereo not given)	-8.5%[76.3 µM]
CNC(=O)c1ccc(NC(=O)Nc2ccccc2)cc1	-6.9%[76.3 µM]
COc1ccccc1NC(=O)C(=O)c1cn(CC(=O)N2CCOCC2)c2ccccc12	-0.2%[76.3 µM]
CC(C)NC(=O)C(C)Oc1ccc(S(=O)(=O)NCc2ccc3c(c2)OCO3)cc1 (stereo not given)	-19.5%[76.3 µM]
Cc1cccc(N(CC(=O)NCc2ccco2)C(=O)CNS(=O)(=O)c2ccc(F)cc2)c1	10.0%[76.3 µM]
COc1cccc(N2CCN(C(=O)c3cccc(NC4=NC5CS(=O)(=O)CC5S4)c3)CC2)c1 (stereo not given)	-5.7%[76.3 µM]
CCCS(=O)(=O)c1c(S(=O)(=O)CCC)c2cc(C(C)(C)C)ccn2c1C(=O)c1ccc(C)cc1	-1.2%[76.3 µM]
COc1cccc(NC(=O)Cn2c(=O)n(Cc3ccccc3)c(=O)c3ccccc32)c1	13.9%[76.3 µM]
COc1cccc(CN(CC(=O)NCc2ccc(F)cc2)C(=O)c2ccco2)c1	-21.2%
O=C(CCCn1c2ccccc2c(=O)c2ccccc21)Nc1ccc(F)cc1Cl	-3.8%[76.3 µM]
CCOc1ccccc1N(CC(=O)Nc1ccc(OC)cc1OC)S(=O)(=O)c1ccccc1	-10.3%[76.3 µM]
C=CCn1c(CCNC(=O)c2ccccc2F)nnc1SCC(=O)Nc1ccccc1F	-1.5%[76.3 µM]
CC(=O)Nc1cc(-c2ccccc2)nn1Cc1cccc(Cl)c1	-13.9%[76.3 µM]
Cn1ncc(Cl)c1C(=O)N1CCN(S(=O)(=O)c2ccc(Cl)s2)CC1	-1.5%[76.3 µM]
CC(=O)c1cn(CCOc2cc(C)ccc2C)c2ccccc12	15.6%[76.3 µM]
Cc1ccc(C(=O)/C=C/Nc2ccc(S(=O)(=O)Nc3cc(C)nc(C)n3)cc2)cc1	0.9%[76.3 µM]
CCCCOc1ccccc1C1CC(=O)Nc2cc(OC)c(OC)cc21 (stereo not given)	9.0%[76.3 µM]

(cont.)
SMILES	GAA glycogen
Cc1ccc(CN2CCc3nc(SCC(=O)Nc4cccc(C)c4C)[nH]c(=O)c3C2)cc1	0.3%[76.3 µM]
Cc1ccc2c(c1)-c1c(cnn1CC(=O)Nc1ccccc1C#N)CO2	-3.8%[76.3 µM]
O=c1c2c(c(-c3ccccc3)nn1Cc1ccccc1)CCCC2	-4.9%
OC(CN1CCN(c2ccccc2Cl)CC1)c1ccccc1 (stereo not given)	0.1%
COc1ccc(/C=C(\NC(=O)c2ccc(Cl)cc2)C(=O)NCCCn2ccnc2)cc1OC	-0.4%
CCN(C(=O)C1CCCN(S(=O)(=O)c2c(C)noc2/C=C/N(C)C)C1)c1cccc(C)c1 (stereo not given)	2.4%[76.3 µM]
CC(=O)N1CCc2c(sc3c2c(=O)n(-c2ccc(C)cc2)c(=O)n3Cc2ccccc2C)C1	10.6%[76.3 µM]
O=C(CCN1CCN(c2ccccc2)CC1)c1ccc(Br)cc1	1.8%
O=C(NC(=S)Nc1ccccn1)c1ccc(-c2ccccc2)cc1	-6.1%[76.3 µM]
CCCn1c(C2CCCN2c2nc(-c3cccc(Br)c3)cs2)nc2ccccc21 (stereo not given)	7.8%[76.3 µM]
CC(Oc1ccc2ccc(=O)oc2c1)C(=O)NC1CC(C)(C)NC(C)(C)C1 (stereo not given)	-3.7%[76.3 µM]
O=C(Cn1cc(SCc2cccc(F)c2)c2ccccc21)N1CCOCC1	12.3%[76.3 µM]

Copied from above for reference:
SMILES	GAA glycogen
Cn1ncc(Cl)c1C(=O)N1CCN(S(=O)(=O)c2ccc(Cl)s2)CC1	-1.5%[76.3 µM]
CC(=O)c1cn(CCOc2cc(C)ccc2C)c2ccccc12	15.6%[76.3 µM]
Cc1ccc(C(=O)/C=C/Nc2ccc(S(=O)(=O)Nc3cc(C)nc(C)n3)cc2)cc1	0.9%[76.3 µM]
CCCCOc1ccccc1C1CC(=O)Nc2cc(OC)c(OC)cc21 (stereo not given)	9.0%[76.3 µM]
Cc1ccc(CN2CCc3nc(SCC(=O)Nc4cccc(C)c4C)[nH]c(=O)c3C2)cc1	0.3%[76.3 µM]
Cc1ccc2c(c1)-c1c(cnn1CC(=O)Nc1ccccc1C#N)CO2	-3.8%[76.3 µM]
O=c1c2c(c(-c3ccccc3)nn1Cc1ccccc1)CCCC2	-4.9%
OC(CN1CCN(c2ccccc2Cl)CC1)c1ccccc1 (stereo not given)	0.1%
COc1ccc(/C=C(\NC(=O)c2ccc(Cl)cc2)C(=O)NCCCn2ccnc2)cc1OC	-0.4%
CCN(C(=O)C1CCCN(S(=O)(=O)c2c(C)noc2/C=C/N(C)C)C1)c1cccc(C)c1 (stereo not given)	2.4%[76.3 µM]
CC(=O)N1CCc2c(sc3c2c(=O)n(-c2ccc(C)cc2)c(=O)n3Cc2ccccc2C)C1	10.6%[76.3 µM]
O=C(CCN1CCN(c2ccccc2)CC1)c1ccc(Br)cc1	1.8%
O=C(NC(=S)Nc1ccccn1)c1ccc(-c2ccccc2)cc1	-6.1%[76.3 µM]

(list continues)
SMILES	GAA glycogen
COc1ccc(-c2cc(C(=O)N(C)CCc3ccc(OC)c(OC)c3)c3ccccc3n2)cc1	3.5%[76.3 µM]
CC(=O)c1ccc(NC(=O)CSc2cn(CC(=O)N3CCCCC3)c3ccccc23)cc1	-4.1%[76.3 µM]
Cc1cccc(Nc2nc(C)nc(N)c2S(=O)(=O)c2ccccc2)c1	7.4%[76.3 µM]
CCOc1ccc(N=NC2C(=O)N(C(N)=S)N=C2C)cc1 (stereo not given)	2.3%[76.3 µM]
O=C(NCc1ccc(F)cc1)c1c(O)nc2ccccn2c1=O	7.8%[76.3 µM]
Cc1ccc2cc(CN(C)C(=O)c3cccc(Cl)c3)c(=O)[nH]c2c1	9.8%[76.3 µM]
Cc1cccc(C)c1NC(=O)Cn1nnc(S(=O)(=O)c2ccccc2)c1N	14.5%[76.3 µM]
CC(=O)Nc1ccc(S(=O)(=O)Nc2cc3c(cc2C(C)=O)OCO3)cc1	-4.5%
COc1ccc(Cl)cc1NC(=O)c1cc(-c2ccco2)on1	0.3%
Cc1cccc(C(=O)NCCCn2ccnc2)c1C	-8.3%
CCCNS(=O)(=O)c1cc(CN2C(=O)c3cccnc3C2=O)ccc1OC	2.7%
COc1ccc(C(=O)C2CCCN(C(=O)c3cc(C4CC4)[nH]n3)C2)c(C)c1 (stereo not given)	-4.4%[76.3 µM]
Cc1ccc(S(=O)(=O)NCC(=O)N(CC(=O)NC(C)(C)C)Cc2ccc3c(c2)OCO3)cc1	1.1%[76.3 µM]
CCCn1c(C(CO)Nc2nc(C)cs2)nc2ccccc21 (stereo not given)	-0.5%[76.3 µM]
COc1ccc(-c2nc3c(c(SCC(=O)Nc4cc(C)cc(C)c4)n2)Cc2c(CO)cnc(C)c2O3)cc1	1.4%[76.3 µM]
COCCCNC(=O)CN(Cc1ccccc1)S(=O)(=O)c1ccccc1	5.4%[76.3 µM]
O=C(c1ccc[nH]c1=S)N1CCN(S(=O)(=O)c2ccc(Br)cc2Cl)CC1	-10.9%
N#Cc1ccc(S(=O)(=O)NC2CC2)cc1	-4.0%
Cc1ccc2nc(-c3cccc(Br)c3)cc(C(=O)NC3CC3)c2c1	0.4%[76.3 µM]
O=C(Nc1cccc(Cl)c1)c1ccc(NC2=NC3CS(=O)(=O)CC3S2)cc1 (stereo not given)	-3.3%[76.3 µM]
COc1cc(NC(=O)C(CC(C)C)NS(=O)(=O)c2ccc3c(c2)oc(=O)n3C)c(C(=O)O)cc1OC (stereo not given)	-10.3%[76.3 µM]
COc1cccc(CNC(=O)CN(c2ccc(C(C)C)cc2)S(=O)(=O)c2c(C)n[nH]c2C)c1	-16.6%[76.3 µM]
CCc1ccc(NS(=O)(=O)c2ccc3[nH]cc(C(=O)NCCc4ccccc4)c(=O)c3c2)cc1	-7.4%[76.3 µM]
O=C(N=C1SC2CS(=O)(=O)CC2N1c1cc(Cl)ccc1Cl)C1CC1 (stereo not given)	-4.0%[76.3 µM]
COc1cc(O)ccc1C(=O)CCc1ccc(O)cc1	2.9%[76.3 µM]
Cc1ccccc1-c1nc(CS(=O)(=O)CC(=O)NCCCN2CCOCC2)c(C)o1	-7.1%[76.3 µM]
CCOc1ccc(S(=O)(=O)n2nc(C)c(S(=O)(=O)N3CCOCC3)c2C)cc1	10.1%[76.3 µM]
COc1ccc2c(CNCc3cccs3)c(C(=O)O)n(Cc3ccc(C)cc3)c2c1	16.6%[76.3 µM]
COc1ccccc1OC(C)C(=O)Nc1ccc2c(c1)OCCO2 (stereo not given)	8.5%
COc1ccc(C)cc1NC(=O)C1CCCN(S(=O)(=O)c2cccs2)C1 (stereo not given)	-3.1%
C/C(=N\NC(=O)c1cc(-c2ccccc2C)nc2ccccc12)c1cccnc1	-23.6%[76.3 µM]
O=c1c2ccccc2[nH]c(=S)n1Cc1ccccc1Cl	5.3%
CCOc1ccccc1NC(=S)NC(=O)CCc1ccccc1	-0.2%[76.3 µM]
O=C(O)CN1C(=O)CC(c2ccccc2)CC1=O	-0.9%[76.3 µM]

Screens (PubChem)
